# High-throughput results (PubChem)
# Diaph inh CS = diaphorase inhibitors and chemical oxidizers, primary screen, counter-screen for diaphorase-coupled primary assays, biochemical, uHTS, resorufin fluorescence | diaphorase resazurin-to-resorufin fluorescence, NADH, 16 min; bacterial (C. kluyveri) enzyme, not human | inhibition, % at 20 µM | 0.69% of 190,000 active | AID 1217, 2008;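 active = primary screen inhibition at 20 µM above a set limit, cut at about 50% in these data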;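 also: plate controls were DMSO with full reaction for no effect and wells lacking NADH for full effect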
#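 Test system: bacterial diaphorase enzyme (C. kluyveri); Quantity: 0.14 U/mL diaphorase, enzyme working solution; Times: reaction incubation of 16 min at room temperature; Measured by: fluorescence of resorufin formed from resazurin, Ex 544/Em 590 nm; Benchmarks: positive control minus NADH, DMSO neutral control.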
# TNAP inh hi DEA = human TNAP enzyme inhibitors, primary screen, biochemical, luminescent, high phosphate acceptor level, uHTS. Alkaline phosphatase, tissue-nonspecific isozyme (Homo sapiens), P05186. purified TNAP, CDP-star luminescence, 1 M DEA. inhibition, % at 20 µM. 0.03% of 200,000 active;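 active = over 50% inhibition of tissue-nonspecific alkaline phosphatase at 20 µM in the single-dose screen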;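 also: plate controls were DMSO wells for no effect and EDTA-quenched wells as full inhibition for full effect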
# Target sequence (P05186 whole entry, looked up): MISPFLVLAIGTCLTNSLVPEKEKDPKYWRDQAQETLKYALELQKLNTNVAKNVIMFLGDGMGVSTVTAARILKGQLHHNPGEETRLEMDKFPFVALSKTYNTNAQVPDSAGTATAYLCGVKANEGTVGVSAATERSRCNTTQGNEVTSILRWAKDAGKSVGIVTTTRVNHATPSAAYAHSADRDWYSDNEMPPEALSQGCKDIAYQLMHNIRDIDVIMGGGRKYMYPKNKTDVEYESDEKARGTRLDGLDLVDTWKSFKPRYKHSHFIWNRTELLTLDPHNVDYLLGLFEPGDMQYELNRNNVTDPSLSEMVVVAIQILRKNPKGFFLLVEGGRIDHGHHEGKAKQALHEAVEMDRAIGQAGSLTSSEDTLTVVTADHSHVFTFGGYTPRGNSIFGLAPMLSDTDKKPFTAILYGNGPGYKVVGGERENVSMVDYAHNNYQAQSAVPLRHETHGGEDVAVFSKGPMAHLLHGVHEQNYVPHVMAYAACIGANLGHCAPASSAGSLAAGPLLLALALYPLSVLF
# TNAP act hiacc = TNAP activators at high phosphate acceptor level, primary screen, biochemical, luminescence, uHTS; Alkaline phosphatase, tissue-nonspecific isozyme (Homo sapiens), P05186; purified TNAP, CDP-star luminescence, 1 M DEA, 30 min; hits give high values; 0 = EDTA background, 1 = DMSO-only activity; activation factor at 20 µM; 200,000 tested, under 10 active; AID 1136, 2008;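 active = activation factor at least 2 at 20 µM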
#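 system = human TNAP | amount = enzyme diluted 1/800 final | reagent = 100 µM CDP-star substrate | signal = luminescent substrate turnover signal | dosing = one dose, 20 µM | benchmarks = EDTA negative control, DMSO positive control | measure = activation factor | timing = 30 min reaction, room temperature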
# PMI activator = activators of human PMI, primary screen, biochemical, fluorescence intensity, near-Km mannose 6-phosphate; purified human PMI, coupled resazurin fluorescence, 20 min; hits give high values; 1 = vehicle control, 0 substrate-free wells; activation factor at 20 µM; 0.005% of 190,000 active; AID 1214, 2008;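 active = activation factor of 2 or more at 20 µM, relative to plate controls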
# Target sequence (P34949 whole entry, looked up): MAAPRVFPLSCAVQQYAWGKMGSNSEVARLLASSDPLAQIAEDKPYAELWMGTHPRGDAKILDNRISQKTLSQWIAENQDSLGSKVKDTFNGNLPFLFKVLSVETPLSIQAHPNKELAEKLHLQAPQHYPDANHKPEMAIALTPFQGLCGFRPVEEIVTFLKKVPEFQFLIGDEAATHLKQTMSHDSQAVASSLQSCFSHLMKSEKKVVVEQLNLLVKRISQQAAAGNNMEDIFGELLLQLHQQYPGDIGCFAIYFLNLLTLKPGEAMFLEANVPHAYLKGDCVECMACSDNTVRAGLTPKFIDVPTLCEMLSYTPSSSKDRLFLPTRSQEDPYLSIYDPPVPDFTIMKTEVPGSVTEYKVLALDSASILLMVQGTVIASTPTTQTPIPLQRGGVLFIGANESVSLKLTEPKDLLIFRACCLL
# TNAP inh no acc = human TNAP enzyme inhibitors, primary screen, biochemical, luminescent, no phosphate acceptor, uHTS; Alkaline phosphatase, tissue-nonspecific isozyme (Homo sapiens), P05186; purified TNAP, CDP-star luminescence, 30 min; inhibition, % at 20 µM; 0.26% of 200,000 active;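 active = tissue-nonspecific alkaline phosphatase inhibition above about 50% at 20 µM in the single-dose screen, limit read from the data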;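 also: 0% = DMSO negative control and 100% = EDTA positive control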
# bIAP act = bovine intestinal alkaline phosphatase activators, primary screen, biochemical, bovine IAP, CDP-star luminescence. alkaline phosphatase, intestinal [Bos taurus]. purified bovine IAP, 30 min; hits give high values; fold of DMSO-control signal, blank-subtracted. activation factor at 20 µM. 0.17% of 200,000 active. AID 1016, 2008;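 active = activation factor of 2 or more at 20 µM, a signal rise over negative controls twice the positive control's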
# PMI act hi M6P = human PMI activators, high substrate, primary screen, biochemical, fluorescence intensity, near-saturating mannose 6-phosphate. coupled PMI enzyme assay, resazurin fluorescence, 20 min; hits give high values; 1 = untreated enzyme, 0 = substrate-free blank. Mannose-6-phosphate isomerase (Homo sapiens), P34949. activation factor at 20 µM. 0.34% of 190,000 active;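 active = activation factor of 2 or more at 20 µM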
#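 Technique: Diaphorase-driven resazurin-to-resorufin fluorescence, excitation 544, emission 590 nm | Assay system: Human PMI in coupled enzyme assay | Times: Enzyme reaction with compound 20 min at room temperature | Medium: HEPES-buffered pH 7.4 with magnesium and detergent | Reagent: Mannose-6-phosphate 1.0 mM (near-saturating) plus 0.22 mM NADP+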
# bIAP inh = bovine intestinal alkaline phosphatase inhibitors, primary screen, selectivity assay for TNAP inhibitor project, biochemical, bovine IAP, CDP-star luminescence | inhibition, % at 20 µM | AID 1019, 2008 | 190,000 tested, under 10 active | alkaline phosphatase, intestinal [Bos taurus] | purified bovine IAP, 30 min;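 active = over 50% inhibition of intestinal alkaline phosphatase at 20 µM in the single-dose screen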
#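 Incubation: 30 min reaction at room temperature / Material: purified bovine intestinal alkaline phosphatase (IAP) enzyme / Input: enzyme at 1/65,000,000 dilution / Dosing: 20 µM single dose / Signal: CDP-star luminescence signal / Reagent: CDP-star chemiluminescent phosphatase substrate, 30 µM final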
# Lmaj promast = Leishmania major promastigote growth inhibition, primary screen; Leishmania major promastigotes, resazurin fluorescence viability; inhibition, % at 10 µM; 9% of 200,000 active; in the data active = inhibition above about 50%;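 also: promastigotes grown with compound for 44 hours at 28 °C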
# Diaphorase act = compounds boosting diaphorase resazurin reduction – biochemical, uHTS, resorufin fluorescence, counter-screen for diaphorase-coupled primary assays, primary screen; AID 1229, 2008; activation factor at 20 µM; 0.005% of 190,000 active; Diaphorase/resazurin coupled assay, 16 min; hits give high values; 1 = vehicle wells, 0 = NADH-free wells;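 active = diaphorase activity raised at least twofold by the compound at 20 µM; inactive = activation factor below 2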
#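 Measured by – red resorufin fluorescence at 544/590 nm excitation/emission · Test system – Clostridium kluyveri diaphorase, purified enzyme · Incubation – reaction time 16 min, room temperature · Buffer or medium – 50 mM HEPES pH 7.4 with 4.542 mM MgCl2, 0.005% Tween 20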
# An asterisk follows results filed as active; x = not tested or not shown.
SMILES,Diaph inh CS,TNAP inh hi DEA,TNAP act hiacc,PMI activator,TNAP inh no acc,bIAP act,PMI act hi M6P,bIAP inh,Lmaj promast,Diaphorase act
Cn1ncc2c1ncn1nc(CCc3ccccc3)nc21,11,3,1,0.9,59*,0.7,0.9,29,-7,0.9
CCNc1nc(N2CCCCC2)nc(-n2nnc(C(=O)OCC)c2C)n1,13,-4,1,0.8,-9,1,0.8,1,11,0.9
COc1cc(C(=O)Nc2nncs2)cc(OC)c1OC,0,-5,1,1,-12,1,1,-1,-6,1
CCCCN(CCCC)S(=O)(=O)c1ccc(C(=O)Nc2nnc(COC)o2)cc1,13,0,1,1.1,5,1,1,-3,-7,0.9
O=C(NCCCn1ccnc1)c1ccc(Cl)c(S(=O)(=O)N2CCOCC2)c1,14,-3,1,0.9,4,1,1,1,4,0.9
Cc1cc(C(=O)N/N=C/c2ccc3c(c2)OCO3)c(C)o1,-2,0,1,1,-4,1,1,2,1,1
O=C(c1cccc2ccccc12)N1CCN(c2ccc([N+](=O)[O-])c(NCc3ccco3)c2)CC1,27,6,0.9,0.8,4,0.9,0.7,10,55*,0.7
CC(=O)NC1(c2ccccc2)CCN(C(=O)N2CCOCC2)CC1,9,0,1,1,-9,0.9,1,10,15,0.9
CCc1cc2c(nc1CC)CCN(CC/C(C)=N/OC[C@H]1O[C@H](c3ccccc3)C=C[C@@H]1Oc1ccc(OC)cc1)C2,13,0,1,1,-3,1.2,0.9,-24,67*,0.9
O=C(c1ccc(=O)n(Cc2ccc(Cl)c(Cl)c2)c1)N1CCOCC1,6,0,1,1,-5,1,0.9,-3,-6,0.9
O=C(O)c1cnc(-c2ccccc2)nc1Sc1ccc(Cl)cc1,9,-2,1,1,5,1,0.9,2,-11,0.9
COc1ccc(/C=C/C(=O)NCc2ccccn2)cc1,3,-2,1,1,-22,0.9,1.1,11,-2,1
COCCNC(=O)c1onc(CCl)c1C(=O)OC,-10,-2,1,1.1,-9,1,1.1,3,92*,1.1
Cc1ccc(S(=O)(=O)c2cc3ccccc3oc2=Nc2ccc3c(c2)OCO3)cc1,10,2,1,0.9,-3,0.9,0.9,10,-5,0.9
COc1ccc(OC)c(-n2c(=S)[nH]c3cc(C(=O)NCCCN4CCCC4=O)ccc3c2=O)c1,16,-1,1,1,-4,1,0.9,-3,0,0.8
CNC(=O)C12CCC(C)(c3nc4cc(C)c(C)cc4nc31)C2(C)C (centres undefined),8,0,1,1,-7,1,0.9,-1,2,0.9
O=C(N/N=C/C=C/c1ccccc1[N+](=O)[O-])c1cc(-c2cccnc2)nc2ccccc12,19,1,1,1,-83,0.9,0.9,8,-1,0.8
CCCNC(=O)NC(=O)COC(=O)c1ccc(OC)c(S(=O)(=O)N2CCCc3ccccc32)c1,21,-6,1.1,1,-5,1,0.8,-1,6,0.8
c1ccc2nc(-c3nc4ccccc4[nH]3)ccc2c1,8,-6,1.1,0.6,-17,1,0.9,2,-3,0.9
O=C(Nc1nonc1NC(=O)C1CCCCC1)C1CCCCC1,16,-5,1.1,1,-12,1,1,0,-1,0.8
CCOc1ccccc1N(C(=O)c1snc(C(N)=O)c1N)C(C(=O)NC1CCCC1)c1ccco1 (centres undefined),4,-3,1,1,-20,0.9,1,5,76*,1
Cc1cc(C)n(-c2ccc(C(=O)N3CCC(CO)(Cc4ccccc4)CC3)cc2)n1,2,-6,1.1,0.9,-9,1,0.9,-4,-1,1
CN(CCC#N)C(=S)Nc1ccc(S(=O)(=O)N2CCOCC2)cc1,14,-5,1,1,-5,1,1,-1,-4,0.9
COc1ccccc1NS(=O)(=O)c1ccc(OC)c(OC)c1,8,-7,1.1,1,-10,0.9,1,5,-3,0.9
O=C(Cc1ccc(Cl)cc1)Nc1ccc(C(=O)N2CCOCC2)cc1,5,-3,1,1,-3,1,1,4,-4,1

# Profiles, looked up by structure:
# CCCNC(=O)NC(=O)COC(=O)c1ccc(OC)c(S(=O)(=O)N2CCCc3ccccc32)c1 across the screens: Diaph inh CS = 21; TNAP inh hi DEA = -6; TNAP act hiacc = 1.1; PMI activator = 1; TNAP inh no acc = -5; bIAP act = 1; PMI act hi M6P = 0.8; bIAP inh = -1; Lmaj promast = 6; Diaphorase act = 0.8
# Cn1ncc2c1ncn1nc(CCc3ccccc3)nc21 across the screens: Diaph inh CS = 11; TNAP inh hi DEA = 3; TNAP act hiacc = 1; PMI activator = 0.9; TNAP inh no acc = 59*; bIAP act = 0.7; PMI act hi M6P = 0.9; bIAP inh = 29; Lmaj promast = -7; Diaphorase act = 0.9

# (listing goes on)
SMILES,Diaph inh CS,TNAP inh hi DEA,TNAP act hiacc,PMI activator,TNAP inh no acc,bIAP act,PMI act hi M6P,bIAP inh,Lmaj promast,Diaphorase act
O=C(Cn1cc2c(n1)CCCC2)NCc1ccccn1,10,1,1,0.8,-8,0.9,0.8,5,-6,0.9
Cc1noc2ncnc(Oc3ccc(Cl)cc3Cl)c12,13,-8,1.1,1.1,-8,1,1,2,1,0.9
CCCCn1c(SCc2ncc(-c3ccccc3)o2)nc2cc(S(N)(=O)=O)ccc21,29,-6,1.1,1.1,7,1,1,0,19,0.7
CCN(CC)S(=O)(=O)c1ccc(NC(=O)c2cccs2)cc1,x,3,1,x,0,0.9,x,6,2,x
Clc1ccc(C2=NN=C3COc4ccccc4N3C2)cc1,12,-1,1,1,0,1.1,1.1,-8,0,0.9
Cc1nc2ccccc2nc1OCC(=O)Nc1cc(C(F)(F)F)ccc1N1CCOCC1,11,0,1,0.9,-4,1,1,-5,5,0.9
c1ccc2sc(Nc3nc4cc5c(cc4s3)OCO5)nc2c1,-16,-10,1.1,1.1,-172,0.9,1,7,90*,1.2
CCCC(=O)NC(NC(=S)Nc1ccc(S(N)(=O)=O)cc1)C(Cl)(Cl)Cl (centres undefined),6,2,1,1,44,0.9,1,8,-6,0.9
CSc1c(-c2ccccc2)nc2ccc(Cl)cc2c1C(=O)O,4,-1,1,1,-5,1,1,3,-13,1
O=C(Nc1ccc2c(c1)OCO2)C1CC(c2ccccc2Cl)=NO1 (centres undefined),10,-4,1,1,-14,0.8,1,20,-5,0.9
CCOC(=O)N1CCC(NC(=O)c2cc(C(=O)Nc3cccc(OC)c3)ccc2CO)CC1,11,-4,1,1,-13,1,1,2,-3,0.9
NC(CC(=O)O)c1cccc(OCc2ccccc2)c1 (centres undefined),13,-4,1,0.8,-9,1,0.9,4,-5,0.9
CCC(CC)NC(=O)c1ccc2c(c1)OCCO2,12,-3,1,1,-9,0.9,1,6,-1,0.9
Cc1ccc(CCNC(=O)C2CCN(C(=O)c3sccc3-n3cccc3)CC2)cc1,8,-2,1,1,-10,1,1,-3,15,0.9
O=C(Oc1cccc(-n2cnnn2)c1)c1ccccc1Cl,7,-4,1,1,0,1,0.9,-3,-6,0.9
O=C(O)CN1C(=O)SC(Nc2ccc(Cl)cc2)C1=O (centres undefined),2,-2,1,1,-27,0.8,1.1,16,0,1
Cc1cccc(C)c1NC(=S)Nc1c(C)n(C)n(-c2ccccc2)c1=O,5,2,1,0.9,-16,0.7,1.1,26,30,0.9
COc1ccc(S(=O)(=O)N2CCc3ccccc32)cc1C(=O)OCc1c(C)noc1C,9,0,1,1.1,-4,1.1,1.1,-6,2,0.9
O=C(c1cccnc1)N1CCN(C(=O)c2ccccc2F)CC1,12,-6,1.1,1,-6,1,1.1,5,-6,0.9
COc1ccc(NCC(=O)Nc2ccc(C#N)cc2)cc1Cl,20,-6,1.1,0.9,-7,0.7,0.9,33,24,0.8
COCCCNc1ncnc2nc[nH]c12,13,-1,1,0.9,-23,1,0.9,2,-2,0.9
CCc1ccc(NC(=O)C2CCCCC2C(=O)O)cc1 (centres undefined),15,-2,1,0.9,6,0.9,0.9,14,-7,0.8

# Compounds from the list above that have a Cl atom, in the order listed:
SMILES,Diaph inh CS,TNAP inh hi DEA,TNAP act hiacc,PMI activator,TNAP inh no acc,bIAP act,PMI act hi M6P,bIAP inh,Lmaj promast,Diaphorase act
O=C(NCCCn1ccnc1)c1ccc(Cl)c(S(=O)(=O)N2CCOCC2)c1,14,-3,1,0.9,4,1,1,1,4,0.9
O=C(c1ccc(=O)n(Cc2ccc(Cl)c(Cl)c2)c1)N1CCOCC1,6,0,1,1,-5,1,0.9,-3,-6,0.9
O=C(O)c1cnc(-c2ccccc2)nc1Sc1ccc(Cl)cc1,9,-2,1,1,5,1,0.9,2,-11,0.9
COCCNC(=O)c1onc(CCl)c1C(=O)OC,-10,-2,1,1.1,-9,1,1.1,3,92*,1.1
O=C(Cc1ccc(Cl)cc1)Nc1ccc(C(=O)N2CCOCC2)cc1,5,-3,1,1,-3,1,1,4,-4,1
Cc1noc2ncnc(Oc3ccc(Cl)cc3Cl)c12,13,-8,1.1,1.1,-8,1,1,2,1,0.9
Clc1ccc(C2=NN=C3COc4ccccc4N3C2)cc1,12,-1,1,1,0,1.1,1.1,-8,0,0.9
CCCC(=O)NC(NC(=S)Nc1ccc(S(N)(=O)=O)cc1)C(Cl)(Cl)Cl (centres undefined),6,2,1,1,44,0.9,1,8,-6,0.9
CSc1c(-c2ccccc2)nc2ccc(Cl)cc2c1C(=O)O,4,-1,1,1,-5,1,1,3,-13,1
O=C(Nc1ccc2c(c1)OCO2)C1CC(c2ccccc2Cl)=NO1 (centres undefined),10,-4,1,1,-14,0.8,1,20,-5,0.9
O=C(Oc1cccc(-n2cnnn2)c1)c1ccccc1Cl,7,-4,1,1,0,1,0.9,-3,-6,0.9
O=C(O)CN1C(=O)SC(Nc2ccc(Cl)cc2)C1=O (centres undefined),2,-2,1,1,-27,0.8,1.1,16,0,1
COc1ccc(NCC(=O)Nc2ccc(C#N)cc2)cc1Cl,20,-6,1.1,0.9,-7,0.7,0.9,33,24,0.8

# Compounds were not picked by outcome. Share with any hit: about 10%.
